TEAD-YAP inh = TEAD-YAP interaction inhibition, primary screen, TEAD-YAP interaction inhibitor project, luminescence, HEK-TIYL cells | 1.4% of 640,000 active | inhibition, % at 9.12 µM | AID 1259422, 2018 | TEAD-Gal4/YAP UAS-luciferase luminescence; in the data active means inhibition above about 32%;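 further: 0% = median of test compound wells and 100% = reference inhibitor wells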
GPR151 ag = activators of human GPR151, primary screen, cell-based, PathHunter beta-arrestin, luminescence; PathHunter beta-arrestin GPR151 cells; activation, % at 11.2 µM; 1% of 650,000 active; G-protein coupled receptor 151 (Homo sapiens), Q8TDV0; AID 1508602, 2020; in the data active means activation above about 4.9%;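 further: 0% = median of compound wells and 100% = cells with positive control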
Target sequence (Q8TDV0 whole entry, looked up): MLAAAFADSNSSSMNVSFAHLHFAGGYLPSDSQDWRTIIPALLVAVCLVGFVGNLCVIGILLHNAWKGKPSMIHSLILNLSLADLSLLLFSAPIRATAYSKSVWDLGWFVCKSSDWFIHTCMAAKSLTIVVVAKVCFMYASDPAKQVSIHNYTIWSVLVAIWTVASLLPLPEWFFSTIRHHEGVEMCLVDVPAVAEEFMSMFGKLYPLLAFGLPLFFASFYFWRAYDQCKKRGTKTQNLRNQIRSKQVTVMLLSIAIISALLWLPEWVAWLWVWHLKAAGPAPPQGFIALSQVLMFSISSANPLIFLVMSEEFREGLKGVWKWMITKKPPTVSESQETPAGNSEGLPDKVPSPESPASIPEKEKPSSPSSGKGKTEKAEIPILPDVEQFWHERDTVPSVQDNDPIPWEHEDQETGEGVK
FBW7 act = FBW7 E3 ligase activators, primary screen, biochemical, AlphaScreen, human | AlphaScreen FBW7–phospho-cyclin E peptide binding, activator screen | normalized activity (activation), % at 26.1 µM | 0.13% of 650,000 active | AID 1259310, 2017; in the data active means normalized activity above about 1.9%;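 further: purified mutant Fbw7 with reduced substrate affinity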
MITF inh = MITF inhibitors, primary screen, biochemical, AlphaScreen, human. AlphaScreen MITF homodimerization, bead proximity signal. 0.91% of 650,000 active. Microphthalmia-associated transcription factor (Homo sapiens), O75030. inhibition, % at 2.6 µM; in the data active means inhibition above about 50%;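 further: 0% = vehicle wells with protein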
Target sequence (O75030 whole entry, looked up): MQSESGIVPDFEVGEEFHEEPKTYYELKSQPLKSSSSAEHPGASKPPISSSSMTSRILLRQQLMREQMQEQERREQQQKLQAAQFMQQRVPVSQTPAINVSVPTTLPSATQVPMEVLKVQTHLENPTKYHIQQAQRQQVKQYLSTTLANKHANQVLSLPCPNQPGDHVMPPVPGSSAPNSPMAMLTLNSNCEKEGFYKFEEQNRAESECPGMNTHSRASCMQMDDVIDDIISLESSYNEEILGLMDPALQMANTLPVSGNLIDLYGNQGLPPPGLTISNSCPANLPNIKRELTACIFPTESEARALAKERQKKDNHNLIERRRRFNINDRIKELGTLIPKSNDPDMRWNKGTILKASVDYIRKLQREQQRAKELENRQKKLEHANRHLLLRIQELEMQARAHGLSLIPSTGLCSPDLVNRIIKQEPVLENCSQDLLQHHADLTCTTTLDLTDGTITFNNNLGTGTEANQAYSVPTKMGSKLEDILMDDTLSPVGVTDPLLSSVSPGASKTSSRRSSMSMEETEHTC
Numbers without * were called inactive; . = no result given.

SMILES | TEAD-YAP inh | GPR151 ag | FBW7 act | MITF inh
CCOc1ccc(OCC)c(S(=O)(=O)N2CCN(c3ccccc3Cl)CC2)c1 | -2 | 0.9 | 0.0 | 4
Cc1ccc(C(=O)N/C(=C/c2cccs2)C(=O)N2CCC(O)(c3ccc(Br)cc3)CC2)cc1C | -6 | 0.9 | -0.1 | 6
O=C(Nc1ccc(S(=O)(=O)N2CCOCC2)cc1)c1ccccc1Oc1ccccc1 | -5 | 0.8 | 0.0 | 10
CCOc1ccc(S(=O)(=O)NCCCN(C)C)cc1 | -8 | -1.7 | 0.0 | -3
CC(=O)N(c1ccccc1)C1SC(=O)N(c2cccc(C)c2)C1=O (centres undefined) | -6 | -1.0 | -0.2 | 3
O=c1/c(=C/c2cccc(Cl)c2)sc2nnc(-c3ccccc3)n12 | 13 | 0.6 | 0.1 | 15
CC(=O)c1ccc(NC(=O)CN(C)S(=O)(=O)c2ccccc2)cc1 | -25 | 2.0 | -0.1 | 0
O=C1CC(=O)Nc2cc(S(=O)(=O)Nc3cccc(Br)c3)ccc2N1 | 8 | -1.4 | 0.1 | 5
CC1CCOC2(O1)C(=O)N(CN1CCN(c3ccccc3F)CC1)c1ccccc12 (centres undefined) | 18 | 0.7 | 0.0 | 8
O=C(CN1C(=O)c2ccccc2S1(=O)=O)N1CCC(Cc2ccccc2)CC1 | -3 | -0.3 | 0.0 | 10
CCOc1ccccc1NC(=O)CCS(=O)(=O)c1ccc2c(c1)SC(C)C(=O)N2 (centres undefined) | -2 | 1.2 | 0.4 | 9
C=CCN1CCN(c2c(Cl)cccc2NC(=O)c2cccc(C)n2)CC1 | -5 | 0.5 | -0.1 | 7
O=C(Cc1cccc2ccccc12)Nc1ccc(S(=O)(=O)N2CCCCC2)cc1 | 14 | 0.7 | 0.1 | -5
COc1ccc(C2CC(c3ccccc3Cl)Nc3ncnn32)cc1 (centres undefined) | -4 | 0.0 | 0.4 | 10
O=C1Nc2cc(C(=O)N3CCN(c4ccccn4)CC3)ccc2NC1CSCc1ccccc1Cl (centres undefined) | -5 | -0.6 | 0.0 | 14
Cc1ccccc1Oc1ccc2noc3c2c1C(=O)c1ccccc1-3 | -4 | 0.1 | -0.1 | -9
CC(=O)c1cccc(-c2nc(NCc3ccccc3)c3ncn(CCN4CCCC4=O)c3n2)c1 | 10 | -1.4 | 0.3 | 11
CCOC(=O)c1c(C)n(-c2ccc(OCC)cc2)c2ccc(OC(=O)COc3ccccc3)cc12 | -11 | 0.0 | 0.2 | -7
c1cncc(OC2CCN(c3nc4nonc4nc3N3CCCC3)CC2)c1 | -12 | -2.1 | 0.2 | 14
CCOc1ccc2cc3c(N)c(C(=O)Nc4ccccc4C(=O)OC)sc3nc2c1 | 1 | 1.2 | 0.1 | 3
CCN(CC)C(=O)NC(c1ccccc1OC)c1nccn1C (centres undefined) | 7 | -0.7 | -0.3 | 12
S=c1oc(-c2cccnc2)nn1CN1CCCCC1 | 6 | 0.3 | -0.1 | -1
CCN(CC)CCCC(C)NCc1ccc(C)o1 (centres undefined) | -1 | 1.6 | -0.1 | 29
CCN(Cn1ncn(C)c1=S)C1CCCCC1 | -2 | 0.0 | 0.0 | 10
O=C(COc1ccc(C23CC4CC(CC(C4)C2)C3)cc1)NCCN1C(=O)CSC1=O | -3 | 1.3 | -0.1 | -2
Cc1nc2sccn2c1CN1CCc2ccc(NC(=O)C3CCCO3)cc2C1 (centres undefined) | 37* | 1.0 | 0.0 | 12
CC1CCN(C(=O)CSc2nnc(N)s2)CC1 | 2 | -1.1 | 0.2 | -3
COc1ccc(OCCC(=O)Nc2ccccc2)cc1 | -9 | 0.9 | 0.7 | 19
CN1c2ncccc2C(=O)NC12CCN(C(=O)CSc1ccncc1)CC2 | 1 | -1.1 | -0.1 | 9
CCOC(=O)c1ccc(S(=O)(=O)Nc2cc3c(cc2C(C)=O)OCO3)cc1 | -9 | -0.1 | 0.2 | 0

Gathered by group, those above with an aryl methoxy group.
SMILES | TEAD-YAP inh | GPR151 ag | FBW7 act | MITF inh
COc1ccc(C2CC(c3ccccc3Cl)Nc3ncnn32)cc1 (centres undefined) | -4 | 0.0 | 0.4 | 10
CCN(CC)C(=O)NC(c1ccccc1OC)c1nccn1C (centres undefined) | 7 | -0.7 | -0.3 | 12
COc1ccc(OCCC(=O)Nc2ccccc2)cc1 | -9 | 0.9 | 0.7 | 19

Among those listed so far, these contain two or more sulfur atoms:
SMILES | TEAD-YAP inh | GPR151 ag | FBW7 act | MITF inh
CCOc1ccccc1NC(=O)CCS(=O)(=O)c1ccc2c(c1)SC(C)C(=O)N2 (centres undefined) | -2 | 1.2 | 0.4 | 9
CC1CCN(C(=O)CSc2nnc(N)s2)CC1 | 2 | -1.1 | 0.2 | -3

(cont.)
SMILES | TEAD-YAP inh | GPR151 ag | FBW7 act | MITF inh
C=CCc1cccc(/C=N/NC(=O)CCC(=O)Nc2ccc(C)cc2)c1O | 10 | -1.1 | -0.1 | -1
Cc1ccc(S(=O)(=O)N2CCN(C(=O)CN3CCCCC3)C2)cc1[N+](=O)[O-] | 13 | -0.8 | 0.0 | 13
CCOC(=O)c1nn(-c2cccc(OC)c2)c(=O)c2ccccc12 | -8 | 3.1 | 0.1 | -4
CC(NCc1ccc(Cl)cc1)=C(C#N)C#N | 2 | 4.6 | 0.0 | 4
Cc1nn(Cc2ccc(C(=O)Nc3cccc(C(=O)O)c3)o2)c(C)c1Cl | 1 | -0.9 | 0.1 | 9
OCCC1CN(Cc2cc3ccccc3[nH]2)CCN1C1CCCCC1 (centres undefined) | 5 | 2.4 | 0.0 | 7
CCN(c1ccccc1)S(=O)(=O)c1cccc2nonc12 | 2 | -0.7 | -0.3 | -6
COC(=O)c1cc(I)ccc1OS(=O)(=O)c1ccc(F)cc1 | 4 | -1.2 | -0.1 | 2
COc1cc(-c2nc3cc(C)ccn3c2N)ccc1O | -9 | 1.0 | -0.2 | 1
O=S(=O)(Nc1cccc(-c2ccc3nncn3n2)c1)c1cc(F)ccc1F | -13 | 0.1 | -0.1 | -2
Cc1nc2c(-c3ccccc3)c(C)nn2c(C)c1CCC(=O)NC(C)CCc1ccco1 (centres undefined) | 12 | -0.5 | -0.2 | 14
CCOC(=O)Cn1nnc(-c2ccc3c(c2)OCO3)n1 | 2 | 0.6 | 0.1 | 8
CCOc1ccc(NC(=O)C2C3C=CC4(O3)C2C(=O)N(CCCOC)C4C(=O)NC2CCCCC2C)cc1 (centres undefined) | 1 | -0.8 | -0.1 | -6
CC(C)C(=O)N1c2ccccc2NC2=C(C(=O)CCC2)C1c1ccc(N(C)C)cc1 (centres undefined) | -3 | 0.0 | 0.2 | 10
Cc1c(NC(=S)Nc2ccccc2)c(=O)n(-c2ccccc2)n1C | 6 | -0.6 | 0.1 | 13
COc1ccc(NC(=O)C2C3C=CC4(O3)C2C(=O)N(Cc2ccccc2)C4C(=O)NC2CCCCC2)cc1 (centres undefined) | 2 | 0.9 | -0.2 | -13
CCN1CCN(C(=O)Cn2ncc3c(=O)oc4ccc(C)cc4c32)CC1 | -2 | 1.4 | 0.1 | -14
O=C(CSc1ncccc1C(=O)NCCC1=CCCCC1)Nc1ccc(Br)cc1F | -3 | 0.5 | -0.1 | -5
S=C(NCCN1CCOCC1)NNc1ncnc2sc(-c3ccccc3)cc12 | -24 | -2.0 | 0.3 | 4
CCCc1oc(CCC(=O)O)c(C(=O)O)c1C | . | -0.4 | . | 20
O=[N+]([O-])c1ccc2ncnc(Nc3ccc4c(c3)OCCO4)c2c1 | 20 | -0.3 | -0.1 | 6
CCC(c1ccccc1)c1nc(-c2ccc([N+](=O)[O-])cc2)no1 (centres undefined) | 0 | -0.5 | -0.4 | 12
CCN1CCN(C(c2ccc(F)cc2)c2nnnn2Cc2ccc3c(c2)OCO3)CC1 (centres undefined) | 4 | 0.3 | 0.1 | 3
Cn1c(=O)c2c(nc3n2CC(c2ccc(Cl)cc2)=NN3Cc2ccccc2)n(C)c1=O | 10 | 0.7 | 0.2 | 6
COc1ccc(/C=C/C(=O)NCC(=O)N=Nc2c(O)[nH]c(=O)[nH]c2=O)cc1 | 1 | 0.0 | -1.1 | -3
c1cncc(-c2ncc(-c3cnccn3)c(-c3cccnc3)n2)c1 | 11 | -2.1 | 0.4 | 18
O=C(N/N=C/c1ccc(Br)s1)c1cccc([N+](=O)[O-])c1 | 2 | 0.5 | -0.1 | -12
COc1ccc(CC(=O)OCC(=O)/C(C#N)=C(\C)N)cc1 | -3 | -0.8 | 0.7 | 23
O=c1oc2ccc(NS(=O)(=O)c3cccc([N+](=O)[O-])c3)cc2s1 | 7 | -1.2 | -0.3 | 0
CCn1c(C2CCc3ccccc3O2)nc2cc(F)c(-c3ccnc(N)n3)cc21 (centres undefined) | -1 | -0.4 | 0.0 | 4
Cc1ccc(C(=O)NCC(=O)OCC(=O)c2ccc(Br)cc2)cc1 | 1 | -0.9 | 0.1 | 1
O=C(Nc1nc2ccccc2s1)c1cc(-c2ccc(Br)cc2)nc2ccccc12 | 8 | -0.4 | 0.1 | 3
Cc1cc2c(=O)n(Cc3ccco3)c(SCC#N)nc2s1 | -14 | -0.6 | -0.2 | 7
CC(=O)N1CCc2c(sc(NC(=O)C3COc4ccccc4O3)c2C#N)C1 (centres undefined) | 24 | -0.1 | 0.0 | 7
CC(=O)NCCCc1nc2ccccc2n1Cc1cc(C)ccc1C | -1 | 0.2 | 0.2 | -5
CN(CC1CCCCO1)C(=O)CCc1nnc(Cc2c[nH]c3ccccc23)o1 (centres undefined) | 1 | 0.5 | 0.1 | -6
Cc1sc(NC(=O)c2cccc(Cl)c2)nc1-c1ccccc1 | -24 | 0.8 | 0.0 | -2
CCOC(=O)N1CCC(NC(=O)c2ccc(N3CC4CC(C3)c3cccc(=O)n3C4)c(NC(=O)c3c(F)cccc3F)c2)CC1 (centres undefined) | -7 | -0.2 | 0.6 | -6
FC(F)(F)c1ccc(Cn2cnc3c(NCc4cccc(C(F)(F)F)c4)nc(N4CCc5ccccc5C4)nc32)cc1 | 0 | -0.1 | 0.0 | 0
COc1ccc2nc(NC(=O)c3ccc(Cl)cc3Cl)sc2c1 | -49 | -1.3 | 0.2 | 12
COc1ccc([C@@H]2[C@@H](C(=O)c3ccc(C)cc3)N3c4ccccc4C=C[C@@H]3C2(C#N)C#N)cc1 | 3 | 0.2 | -0.1 | 0
Cc1c(N)cc(Nc2ccc([N+](=O)[O-])cc2)cc1N | -1 | 0.3 | -0.6 | 21
COc1ccccc1CNC(=O)CN1CCC(n2cnc3cc(F)ccc32)CC1 | -4 | 0.4 | -0.1 | -7
Cc1cc2nnc(SCC(=O)c3cc(C)n(-c4cccc(F)c4)c3C)n2c2ccccc12 | 8 | 1.8 | 0.8 | 13
CC(=O)N(CCC#N)c1ccc(Cl)cc1 | -11 | 0.6 | 0.2 | -12

Whole records, quoted from the list. Order of screens: TEAD-YAP inh | GPR151 ag | FBW7 act | MITF inh
Entry for CCOc1ccc2cc3c(N)c(C(=O)Nc4ccccc4C(=O)OC)sc3nc2c1 → 1 | 1.2 | 0.1 | 3
Entry for O=C(CSc1ncccc1C(=O)NCCC1=CCCCC1)Nc1ccc(Br)cc1F → -3 | 0.5 | -0.1 | -5
Entry for COc1ccc([C@@H]2[C@@H](C(=O)c3ccc(C)cc3)N3c4ccccc4C=C[C@@H]3C2(C#N)C#N)cc1 → 3 | 0.2 | -0.1 | 0
Entry for Cc1c(NC(=S)Nc2ccccc2)c(=O)n(-c2ccccc2)n1C → 6 | -0.6 | 0.1 | 13
Entry for FC(F)(F)c1ccc(Cn2cnc3c(NCc4cccc(C(F)(F)F)c4)nc(N4CCc5ccccc5C4)nc32)cc1 → 0 | -0.1 | 0.0 | 0

(cont.)
SMILES | TEAD-YAP inh | GPR151 ag | FBW7 act | MITF inh
O=C(CNC(=O)c1ccc(Br)cc1)NC1CCCC1 | 10 | -0.7 | 0.5 | 19
CCC(C)N(C(=O)CSc1nnc(-c2c[nH]c3ccccc23)o1)C1CCS(=O)(=O)C1 (centres undefined) | -6 | -0.7 | 0.1 | 4
O=C(CSc1nc2ccsc2c(=O)n1Cc1ccco1)NCCc1ccccc1 | -5 | 1.3 | 0.4 | 14
OC1CCN(Cc2ccc(C(F)(F)F)cc2)CC1 | -1 | -0.1 | -0.1 | 30
CCC(C)(C)n1nnnc1C(c1cccc(OC)c1OC)N1CCN(C2CCCC2)CC1 (centres undefined) | -1 | -0.4 | 0.3 | 15
O=C(NC(=S)Nc1ccc2oc(-c3ccccc3)nc2c1)c1ccccc1F | -15 | 0.2 | -0.2 | -10
CC(NC(=O)C1CCN(S(=O)(=O)c2cccc3cccnc23)CC1)c1ccccc1 (centres undefined) | -3 | 0.8 | 0.1 | 2
O=C(Nc1ccccc1Cl)N[C@H]1C[C@H]2C(=O)N[C@@H](Cc3ccc(Cl)cc3)C(=O)N2C1 | 2 | -0.5 | -0.2 | 2
CC(=O)c1cccc(NC(=O)CN(C2CCCCC2)S(=O)(=O)c2ccc(C)cc2)c1 | -3 | 0.6 | 0.2 | -9
COc1ccc2nc(Nc3ccc4c(c3)OCO4)sc2c1 | -58 | 4.9 | -0.2 | 1
OC(CSc1nc2ccccc2s1)Cn1c2ccccc2c2ccccc21 (centres undefined) | -13 | 0.8 | -0.2 | -3
Cc1ccc(S(=O)(=O)OCc2nc3ccccc3s2)cc1 | 3 | -0.8 | -0.1 | 0
CC(C)CC(=O)Nc1ccc(-c2nc3ncccc3o2)cc1 | -62 | 2.2 | 0.0 | -2
